# Bioassay records as filed in PubChem BioAssay.
# Chronic BCR inh: chronic active BCR signaling inhibition. ABC-DLBCL IkBa-CBG/CBR reporter, luminescence ratio, 4 h. Potency, µM (highest dose often 46.1 µM), for inactives: top-dose ratio change, negative = lower green/red ratio, actives largely listed as inhibitors. AID 493014. 340,000 tested, 0.05% active; active = well fitted inhibition curve with a large enough effect in the signal ratio, with a control signal flat, not every such curve was filed as active; inconclusive = small, poorly fitted or top-dose-only effect, or effect the other way, or a change in a side signal; the % refers to the signal ratio;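 note: potency is the fitted concentration of half-maximal effect; plate controls were basal doxycycline-induced cells for no effect and cells given 10 µM MG132 for full effect; MG132 reads +100%, hits lower the ratio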
#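 TMD8 ABC-DLBCL cells carrying doxycycline-inducible green luciferase fused to IkappaBalpha plus unfused red luciferase were exposed to compounds (up to 46 uM) for 4 hrs at 37C. Activity came from the overlap-corrected green/red luminescence ratio.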
# PKM2 activator: PKM2 (human) enzyme activation | purified PKM2, Kinase-Glo ATP luminescence, activation; response scale: 0% is enzyme alone, no compound | Potency, µM (doses to about 57.5 µM), for inactives: at the top dose activation, most hits filed as activators | 260,000 tested, 0.34% active; note: potency is the fitted concentration of half-maximal effect; % is set by controls: 0 for no effect and ±100 for the full control effect; nearly all actives have a fitted effect of over 55% in size
#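 hPK-M2, >95% pure; 0.1 mM ADP / 0.5 mM PEP final; imidazole pH7.2 buffer w/ 7 mM MgCl2, 50 mM KCl; 1 h RT; Kinase-Glo lum. Intermediate enzyme activity for dual inhibitor/activator qHTS.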
# ASM inhibitor: blocks human secretory acid sphingomyelinase; P17405; placental ASM, HMU-PC fluorogenic substrate, 60 min; Potency, µM (series often up to 57.5 µM), inactives show at the highest dose activity change, negative = inhibition, actives largely listed as inhibitors; 340,000 tested, 0.006% active; note: potency is the fitted concentration of half-maximal effect
# Target sequence (P17405 47-631 limits assumed): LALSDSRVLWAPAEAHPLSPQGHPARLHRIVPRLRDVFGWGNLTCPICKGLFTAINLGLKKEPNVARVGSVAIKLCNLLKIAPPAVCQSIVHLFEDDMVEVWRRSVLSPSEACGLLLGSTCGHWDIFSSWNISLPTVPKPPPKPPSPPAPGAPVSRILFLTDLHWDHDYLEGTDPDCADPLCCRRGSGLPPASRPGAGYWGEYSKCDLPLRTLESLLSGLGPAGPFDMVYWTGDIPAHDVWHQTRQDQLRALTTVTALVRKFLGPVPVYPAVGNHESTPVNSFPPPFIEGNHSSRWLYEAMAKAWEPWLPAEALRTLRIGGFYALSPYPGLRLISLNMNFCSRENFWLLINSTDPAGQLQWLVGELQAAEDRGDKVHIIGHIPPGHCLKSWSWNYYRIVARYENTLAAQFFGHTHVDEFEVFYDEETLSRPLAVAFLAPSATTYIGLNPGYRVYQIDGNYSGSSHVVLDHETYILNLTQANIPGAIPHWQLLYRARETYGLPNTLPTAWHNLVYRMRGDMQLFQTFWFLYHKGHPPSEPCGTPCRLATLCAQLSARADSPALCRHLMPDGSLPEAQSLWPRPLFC
#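 HMU-PC0 cleavage (9 uM final) by human placental ASM, 60 min at 37 °C following 10 min compound exposure at RT; stopped at pH 10, fluorescence Ex 386/Em 447 nm.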
# Integrin act MD: integrin-mediated muscular dystrophy alleviation activation | Potency, µM (highest dose often 38.3 µM), for inactives: at the highest dose activation, most hits filed as activators | alpha7betagal myoblasts, beta-gal FDG fluorescence, 48 h | 350,000 tested, 0.064% active | AID 624291;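 note: potency is the fitted concentration of half-maximal effect; 100% = response of the positive control SU9516; nearly all actives have a fitted effect of over 60% in size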
#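 Alpha7betagal+/- myoblasts (passage 13) were plated 16-24 hr, then exposed to compounds (1:260 dilution of DMSO stock) for 48 hours at 37C. After MPER lysis, β-galactosidase reporter activity was read as FDG fluorescence (ex 480/em 540) after 30 minutes.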
# FBPA coupling cs: inhibits coupling enzyme system, counter-screen for aldolase hits; coupling enzyme system counterscreen, AmpLite Red fluorescence; activity change, negative = inhibition, % at 58.2 µM, hits read low; 290,000 tested, 0.67% active; AID 2472; in the data active = activity change below about -30%; note: % is set by controls: 0 for no effect and ±100 for the full control effect
#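 Activity here indicates interference with the coupling reaction, not aldolase inhibition. Compounds at 57.5 uM final met coupling enzymes for 10 min at RT; substrate and AmpLite Red detection followed, with a 525/598 nm fluorescence read after 20 min.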
# Tb PFK inh: T. brucei PFK enzyme inhibition; T. brucei PFK, ADP-Glo luminescence; Potency, µM (titrated, usually from 57.5 µM), without a hit: top-dose activity, negative = inhibition, most hits filed as inhibitors; 330,000 tested, 0.17% active; AID 485367;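 note: potency is the fitted concentration of half-maximal effect; 0% = uninhibited 1x PFK enzyme wells and -100% = no-enzyme wells; nearly all actives have a fitted effect of over 60% in size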
# Target sequence (O15648 whole entry, looked up): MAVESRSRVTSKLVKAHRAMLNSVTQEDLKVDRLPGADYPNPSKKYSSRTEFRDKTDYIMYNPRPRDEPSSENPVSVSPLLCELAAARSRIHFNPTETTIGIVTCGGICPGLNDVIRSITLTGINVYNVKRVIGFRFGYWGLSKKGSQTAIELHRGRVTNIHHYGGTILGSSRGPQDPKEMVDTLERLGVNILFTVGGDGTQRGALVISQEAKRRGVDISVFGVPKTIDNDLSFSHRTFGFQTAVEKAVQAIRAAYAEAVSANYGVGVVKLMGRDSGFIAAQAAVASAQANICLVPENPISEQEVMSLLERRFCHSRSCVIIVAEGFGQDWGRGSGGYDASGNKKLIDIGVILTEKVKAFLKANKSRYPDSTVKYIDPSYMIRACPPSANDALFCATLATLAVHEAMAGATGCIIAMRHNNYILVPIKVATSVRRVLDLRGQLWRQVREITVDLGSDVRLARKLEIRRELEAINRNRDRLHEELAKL
#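 In TEA buffer at pH 8.0 with 5 mM MgCl2, enzyme (1.25 nM) converted F6P (0.5 mM) and ATP (0.1 mM) for 45 min at room temperature. ADP product was read by luciferase luminescence.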
# Giardia killer: kills Giardia lamblia. Giardia lamblia trophozoite viability. activity change, % at 7.66 µM, hits read low. 340,000 tested, 0.15% active. AID 540267; in the data active = activity change below about -80%; inconclusive = between about -30% and that limit;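 note: parasites exposed to compound for two days anaerobically before the ATP read; % is set by controls: 0 for no effect and ±100 for the full control effect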
#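 Luminescence from cellular ATP indicates surviving trophozoites (100 cells/well) following 48 hrs anaerobic compound treatment at 37 deg C; signal develops 15-30 min at room temperature.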
# B2AR arrestin: recruits beta-arrestin to the human beta2-adrenergic receptor; 330,000 tested, 0.02% active; beta-arrestin recruitment to beta2AR, cell-based reporter; P07550; AID 492947; Potency, µM (series often up to 46.1 µM), without a hit: top-dose activation, most hits filed as activators;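 note: potency is the fitted concentration of half-maximal effect; 0% = DMSO controls and full agonism = EC100 isoproterenol or metaproterenol; nearly all actives have a fitted effect of over 65% in size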
# TSG101-PTAP inh: blocks PTAP/TSG101 interaction to inhibit HIV-1 budding. Q99816. Fluorescence polarization, FITC-PTAP peptide / Tsg101 binding. Potency, µM (series often up to 115 µM), for the others: at the top dose activity change, negative = inhibition, hits mostly inhibitors. 340,000 tested, under 10 active; active = well fitted inhibition curve with a large enough effect in the main read-out, with a control signal flat, not every such curve was filed as active; inconclusive = small, poorly fitted or top-dose-only effect, or effect the other way, or a change in a side signal; inactive = no such curve, though single readings can be large or run the other way; note: potency is the fitted concentration of half-maximal effect; % of control where 0% means no effect
#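 Fluorescence anisotropy tracks displacement of a FITC-tagged PTAP peptide (50 nM) from the Tsg101 binding domain (10 uM), following a 20 min room-temperature incubation at pH 7.5.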
# GALK inhibitor: inhibitors of human galactokinase | P51570 | Purified GALK, Kinase-Glo residual ATP luminescence | Potency, µM (highest dose often 57.5 µM), for inactives: top-dose activity change, negative = inhibition, usual class: inhibitors | 270,000 tested, 0.007% active | AID 1868; note: potency is the fitted concentration of half-maximal effect; % is set by controls: 0 for no effect and ±100 for the full control effect
#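 5 nM enzyme, 35 uM ATP, 100 uM galactose, 20 mM HEPES pH8.0, 5 mM MgCl2; 1 h RT; residual ATP by Kinase-Glo Plus luminescence, qHTS format.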
# Menin MLL FP TR: menin-MLL binding inhibition, Texas Red mutant peptide; O00255; Menin + Texas Red MLL mutant peptide, fluorescence polarization; Potency, µM (titrated, usually from 61.6 µM), inactives show at the highest dose FP activity change, negative = inhibition, actives largely listed as inhibitors; 270,000 tested, 0.23% active; AID 1768; active = well fitted inhibition curve with a large enough effect in the polarisation, with a control signal flat, not every such curve was filed as active; inconclusive = small, poorly fitted or top-dose-only effect, or effect the other way, or a change in a side signal; inactive = no such curve, though single readings can be large or run the other way; the % refers to the polarisation; note: potency is the fitted concentration of half-maximal effect; % of control where 0% means no effect; many of its hits are not listed in these tables
# Active calls of the source: *; ? = inconclusive; · = not tested or not shown; [ ] = dose if it differs, or a comment. Unless noted, calls come from the whole dose curve; as a rule, active = well fitted curve in the direction sought with a large enough effect; inconclusive = small, poorly fitted or top-dose-only effect, or another doubt; inactive = no such curve, though single readings can be large; an effect the other way counts as inactive or inconclusive. A portion of the library; count on the stated rates, not on these rows.
compound,FBPA coupling cs,B2AR arrestin,Chronic BCR inh,Giardia killer,Menin MLL FP TR,Tb PFK inh,GALK inhibitor,ASM inhibitor,TSG101-PTAP inh,Integrin act MD,PKM2 activator
CC(C)(C)c1ccc(CNC(=O)c2ccc3c(c2)NC(=O)CO3)cc1,3,-0.3%,-5%,-18,3%,2%,-1%,-2%,-1%,-18%,6%
CC(C(=O)c1ccc(-c2ccccc2)cc1)[n+]1ccccc1 (stereo not drawn),2,-0.3%,6%,-14,-7%,7%,2%,-6%,-4%,-58%[inhibitor],3%
O=C(Nc1ccccc1)N(Cc1cccs1)C1CCCC1,3,0.0%,1%,20,-29%,-7%,-2%,-9%,1%,-17%,8%
COC(=O)C1CCN(C(=O)COC(=O)Cc2c[nH]c3ccccc23)CC1,1,-0.5%,?,1,-4%,0%,0%,5%,-1%,-9%,8%
COc1ccc(C(=O)N/N=C/C(C)c2ccccc2)cc1OC (stereo not drawn),1,0.2%,-7%,-3,?,-2%,3%,3%,-6%,-13%,-8%
O=C(NCc1ccncc1)Nc1ccccc1Cl,0,0.4%,3%,-6,-3%,3%,1%,2%,-6%,-12%,3%
Cc1oc(-c2cc(F)ccc2F)nc1CN1CCN(c2ncnc3ccccc23)CC1,-2,0.3%,?,5,-9%,-2%,2%,9%,-3%,-10%,-2%
Cc1ccc(-c2nc3ccccc3nc2Cl)cc1,-1,0.1%,2%,-4,5%,-2%,-1%,-3%,-1%,-21%,0%
COc1cc(NC(=O)Cn2cnc3c(OCc4ccccc4)ncnc32)cc(OC)c1OC,·,-0.5%,-9%,-16,·,2%,·,-1%,-6%,-10%,·
N/C(=N\N=C\c1ccc2c(c1)OCO2)SC1CC(=O)N(c2ccc(C(=O)O)cc2)C1=O (stereo not drawn),5,0.2%,3%,25,-22%,2%,1%,-2%,-7%,-23%,35µM*
O=c1sc(Nc2ccccc2)nc2ccsc12,0,0.4%,8%,-2,12%,-4%,-2%,71%[activator],-1%,7%,-11%
CN1CCN(C(CNC(=O)Nc2ccc(Cl)cc2)c2ccc(F)cc2)CC1 (stereo not drawn),-1,0.2%,15%,-5,-18%,1%,-3%,2%,0%,?,·
C/C=C(\C)CN1CCC(n2nccc2NC(=O)CCc2ccccc2)CC1,·,0.3%,-10%,-13,·,3%,2%,0%,2%,14%,·
CCN(CC)c1ccc(NS(=O)(=O)c2cn(C)c(=O)n(C)c2=O)c(C)c1,0,1.9%,?,-5,-16%,-1%,·,6%,-7%,-17%,8%
Cc1ccc(S(=O)(=O)N2CCOCC2)cc1C(=O)N1CCN(c2ccc(C(F)(F)F)cn2)CC1,·,-0.2%,-3%,-4,·,-2%,·,-13%,-6%,-3%,·
COc1ccc(CN(N=O)C2CC(=O)N(c3ccc(OC)cc3)C2=O)cc1 (stereo not drawn),6,-0.5%,-4%,-11,·,2%,1%,-3%,0%,32%,7%
CC(C)OP(=O)(OC(C)C)C1(O)C(=O)Nc2ccc(Br)cc21 (stereo not drawn),-9,-0.3%,-6%,4,?,0%,4%,1%,0%,-13%,0%
Cc1ccc(CNC(=O)CC(C)S(=O)(=O)c2ccc3c(c2)NC(=O)CO3)cc1 (stereo not drawn),·,0.2%,0%,10,·,-5%,-3%,-1%,-5%,12%,·
COc1ccc(NC(=O)CN2CCOCC2)cc1S(=O)(=O)N1CCCCC1,·,0.0%,?,-10,·,-6%,·,0%,0%,7%,·
c1ccc(Nc2nc(N3CCOCC3)c3ccccc3n2)cc1,0,-0.1%,?,11,·,-5%,1%,50%[activator],-4%,-18%,0%
C=CCSc1nc(N(CC)CC)c2sccc2n1,2,-3.1%,2%,0,2%,-4%,1%,-4%,0%,8%,-3%
CC1(C)CC2(CCCN(C(=S)Nc3ccccc3)C2)CCO1 (stereo not drawn),4,0.1%,4%,-11,·,-9%,0%,-3%,-6%,-1%,3%
C/C(=N\NC(=O)COc1ccc(C(C)(C)C)cc1)c1ccc(-n2ccnc2)cc1,2,-0.5%,4%,-20,0%,-1%,-4%,-9%,-7%,-58%[inhibitor],-2%
CC1CCc2sc3ncnc(N4CCN(C)CC4)c3c2C1 (stereo not drawn),0,-0.9%,?,-6,?,2%,·,0%,-6%,-3%,3%
COc1ccc(CC(=O)Nc2cc(S(=O)(=O)N3CCOCC3)ccc2N2CCOCC2)cc1,2,-0.9%,?,-6,-23%,0%,13%,7%,-2%,0%,0%
COc1ccccc1N/C(N)=N/c1nc(CSc2nc3ccccc3s2)cc(=O)[nH]1,0,-1.3%,0%,·,-19%,0%,1%,·,·,·,0%
COc1cnn(-c2cccc(C)c2)c(=O)c1Cl,3,0.6%,-3%,-14,10%,1%,-3%,2%,-2%,-36%,1%
Nc1nc(-c2ccco2)nn1C(=O)c1ccccc1Cl,0,-1.0%,?,-9,-1%,0%,0%,-6%,-8%,14%,0%
O=C(N/N=C\c1c(O)ccc2ccccc12)c1ccc(O)cc1,-5,0.4%,?,6,?,1%,1%,-8%,0%,10%,-8%
COc1ccc(C(=O)c2cccc(C(=O)c3ccc(OC)c(C)c3)c2)cc1C,3,0.1%,9%,12,-3%,-9%,-2%,-2%,0%,31%,·
Brc1ccc2c(c1)OCCOCCOc1cc(Br)ccc1OCCOCCOCCO2,-1,-0.1%,-11%,14,13%,0%,1%,-13%,-4%,-56%[inhibitor],3%
COc1ccc(/C=N/NC(=O)c2ccccc2O)cc1CN1CCOCC1,2,3.3%,?,-6,·,-8%,-1%,-2%,3%,0%,-5%
CCOC(=O)c1c(C)[nH]c(C(=O)OCC(=O)NC2(C#N)CCCCC2)c1C,·,-2.5%,0%,-11,·,5%,·,-2%,-1%,-6%,·
COc1ccccc1NS(=O)(=O)c1cc(C(=O)NCCN2CCOCC2)ccc1Cl,1,-0.2%,5%,5,-3%,-4%,2%,3%,-7%,3%,-4%
O=C(CSc1nc2ccccc2s1)NNC(=S)Nc1ccc(Br)cc1,·,-0.3%,?,-1,?,25%,-7%,-2%,2%,2%,3%
CCOc1ccc(N2CC(C(=O)Nc3cc(OCC)c(N4CCOCC4)cc3OCC)CC2=O)cc1 (stereo not drawn),·,-0.3%,-2%,-14,·,-13%,·,-1%,-8%,-4%,·
COc1cc(C(=O)NCCCC2CCCC2)ccc1OC1CCN(C(C)=O)CC1,0,-0.7%,-4%,12,?,-2%,4%,-3%,-2%,-20%,0%
COc1ccc(-n2nc(C(=O)NCC(=O)NCCCN3CCC(C)CC3)c3ccccc3c2=O)cc1Cl,0,0.0%,?,11,6%,-5%,-2%,13%,-13%,-55%[inhibitor],4%
Cc1ccc(-c2csc(Cc3nc(-c4cc5ccccc5oc4=O)cs3)n2)cc1,-1,-0.3%,?,-11,?,0%,-2%,0%,-2%,-2%,-3%
O=C(c1cccc(S(=O)(=O)N2CCCC2)c1)N1CCN(c2ccccc2F)CC1,0,0.0%,5%,14,13%,0%,-4%,0%,-5%,-38%,11%
CC(C)(CNS(=O)(=O)c1ccc2c(c1)OCCO2)N1CCOCC1,0,0.2%,11%,-18,-1%,2%,1%,3%,-2%,15%,-3%
CCC(C)c1ccccc1N1CC(C(=O)Nc2ccc(C)c(S(=O)(=O)N3CCOCC3)c2)CC1=O (stereo not drawn),·,-0.2%,-2%,-1,·,7%,·,-3%,-2%,-7%,·
C/C(N)=C(/C#N)C(=O)CSc1nnnn1-c1ccc(C)cc1,-1,-0.2%,0%,-1,45%[activator],1%,-1%,0%,-5%,-31%,-1%
CCOc1ccc(N(CC(=O)NCC2CCCO2)C(=O)CCC(=O)Nc2ccccn2)cc1 (stereo not drawn),0,0.2%,7%,-2,-13%,-6%,-2%,-3%,0%,-5%,-1%
CC1=C(C)CC(C(=O)Nc2ccc3c(c2)OCO3)C(C(=O)O)C1 (stereo not drawn),7,-0.2%,1%,8,12%,0%,2%,-1%,3%,-22%,-12%
CC(=O)Nc1ccc(C(=O)Nc2cc(C(F)(F)F)ccc2-n2cnc3ccccc32)cc1,-11,-0.7%,?,-13,-3%,-2%,2%,4%,-1%,?,1%
